# Pin1 inh – blocks the human prolyl isomerase Pin1; Q13526; Pin1 FP peptide displacement, HiFluor488, 10 min; Potency, µM (highest dose often 115 µM), inactives show at the top dose activity, negative = inhibition, usual class: inhibitors; hit rate 0.009% among 390,000; AID 504891; active = well fitted inhibition curve with a large enough effect in the polarisation, with a control signal flat, not every such curve was filed as active; inconclusive = small, poorly fitted or top-dose-only effect, or effect the other way, or a change in a side signal; inactive = no such curve, though single readings can be large or run the other way; the % refers to the polarisation; note: potency is the fitted concentration of half-maximal effect; % is set by controls: 0 for no effect and ±100 for the full control effect
# Target sequence (Q13526 whole entry, looked up): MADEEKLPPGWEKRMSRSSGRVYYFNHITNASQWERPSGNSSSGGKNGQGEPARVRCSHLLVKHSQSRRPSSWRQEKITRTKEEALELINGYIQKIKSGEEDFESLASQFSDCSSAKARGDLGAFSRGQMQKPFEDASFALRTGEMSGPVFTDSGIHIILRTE
# JMJD2A Tudor inh – inhibitors of human JMJD2A Tudor domain | AlphaScreen JMJD2A-Tudor / H3K4me3 peptide binding | Potency, µM (doses to about 114 µM), inactives show at the top dose activity change, negative = inhibition, actives largely listed as inhibitors | hit rate 4.4% among 390,000 | AID 504339; note: potency is the fitted concentration of half-maximal effect; % is set by controls: 0 for no effect and ±100 for the full control effect; nearly all actives have a fitted effect of over 50% in size
# PGK inhibitor – T. brucei PGK inhibition | PGK/GAPDH coupled, Kinase-Glo luminescence, 60 min | P07378 | Potency, µM (series often up to 57.5 µM), inactives show top-dose activity change, negative = inhibition, usual class: inhibitors | hit rate 0.043% among 380,000; note: potency is the fitted concentration of half-maximal effect; % is set by controls: 0 for no effect and ±100 for the full control effect; nearly all actives have a fitted effect of over 60% in size
#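 Luminescent ATP detection (Kinase-Glo Plus) follows a 60-minute room-temperature incubation, with wells lacking PGK as controls. Buffer: 100 mM TEA (pH 7.6), 5 mM MgCl2, 0.01% Tween-20. Coupling enzyme GAPDH (100 nM final) supplies unstable 1,3-BPG in-well.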
# ERG-DNA inh – ERG Ets/DNA interaction inhibition. P11308. fluorescence polarization, His-ERG Ets domain / labelled DNA. Potency, µM (doses to about 76.9 µM), without a hit: top-dose FP activity, negative = inhibition, most hits filed as inhibitors. hit rate 0.028% among 370,000; active = well fitted inhibition curve with a large enough effect in the polarisation, with a control signal flat; inconclusive = small, poorly fitted or top-dose-only effect, or effect the other way, or a change in a side signal; inactive = no such curve, though single readings can be large or run the other way; the % refers to the polarisation;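 note: polarization taken with two DNA probes labelled with fluorescein and Texas red; potency is the fitted concentration of half-maximal effect; % of control where 0% means no effect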
#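 His-tagged ERG Ets domain (1 uM in the protein solution; 300mM KCl, 50mM Tris-HCl, 1mM EDTA, 1mM DTT, pH 7.5) received compound, then a probe mix of 5 nM fluorescein-DNA and 100nM Texas-615-DNA. Fluorescence polarization was read for both dyes.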
# HP1b chromo inh – HP1-beta chromodomain-methylated histone interaction inhibition; AlphaScreen HP1-beta / biotin-H3K9me3 peptide binding; Potency, µM (highest dose often 114 µM), without a hit: top-dose activity change, negative = inhibition, usual class: inhibitors; hit rate 0.56% among 390,000; AID 540317; note: potency is the fitted concentration of half-maximal effect; nearly all actives have a fitted effect of over 70% in size; inactives centre near 23
#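 HP1-beta protein (50 nM final) preincubated 30 min at room temperature with biotinylated H3(1-18)K9me3 peptide (50 nM) in PBS pH 7.4, 0.01% Tween-20, then compound added for 30 min. AlphaScreen streptavidin donor/nickel chelate acceptor beads (10 ug/mL final), 30 min dark, luminescence read.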
# BAZ2B block – BAZ2B (human) inhibition; Potency, µM (series often up to 114 µM), inactives show at the highest dose activity change, negative = inhibition, most hits filed as inhibitors; AID 504333; hit rate 4.4% among 360,000; AlphaScreen BAZ2B-H3K14Ac peptide displacement; Q9UIF8; note: potency is the fitted concentration of half-maximal effect; % is set by controls: 0 for no effect and ±100 for the full control effect; nearly all actives have a fitted effect of over 60% in size
#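 Compounds, titrated to a top concentration of 110 uM, were incubated 30 min at room temperature with preformed BAZ2B/acetyl-K14 H3 peptide complex (50 nM each). Proximity signal was measured by AlphaScreen after 20 min with beads.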
# PI4K2A block – PI4K2A (human) kinase inhibition; Q9BTU6; purified PI4K2A, ADP-Glo luminescence, 1 h; stronger effect = lower value; activity change, negative = inhibition, % at 76.9 µM; hit rate 0.13% among 420,000; in the data active = activity change below about -50%; inconclusive = mostly about -30% to -49%;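 note: -100% = wells without enzyme as full effect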
# Target sequence (Q9BTU6 whole entry, looked up): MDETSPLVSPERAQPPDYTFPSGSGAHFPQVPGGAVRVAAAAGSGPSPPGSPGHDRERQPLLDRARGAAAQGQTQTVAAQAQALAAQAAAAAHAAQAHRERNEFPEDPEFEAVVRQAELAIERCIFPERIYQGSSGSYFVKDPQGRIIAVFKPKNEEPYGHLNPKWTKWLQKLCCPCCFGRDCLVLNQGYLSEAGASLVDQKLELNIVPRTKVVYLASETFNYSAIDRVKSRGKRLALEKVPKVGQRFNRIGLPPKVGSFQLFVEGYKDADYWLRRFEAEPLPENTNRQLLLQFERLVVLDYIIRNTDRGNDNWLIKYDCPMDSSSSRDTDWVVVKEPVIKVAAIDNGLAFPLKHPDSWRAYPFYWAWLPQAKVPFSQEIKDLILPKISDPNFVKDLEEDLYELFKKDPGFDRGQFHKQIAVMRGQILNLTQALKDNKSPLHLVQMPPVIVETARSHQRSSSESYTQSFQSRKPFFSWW
#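 ADP-Glo luminescence measured ADP generated by PI4K2A enzyme (4 ug/mL before mixing) with 1.2 mM PI substrate (pre-mix) and 300 microM ATP (pre-mix). Tris pH7.5 buffer with MgCl2, Triton X-100; 1 h reaction at ambient temperature.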
# G9a block – G9a (human) methyltransferase inhibition | G9a H3K9 monomethylation, AlphaScreen, 2 h | Potency, µM (doses to about 102 µM), inactives show at the highest dose activity, negative = inhibition, actives largely listed as inhibitors | hit rate 8.8% among 350,000; note: potency is the fitted concentration of half-maximal effect; % is set by controls: 0 for no effect and ±100 for the full control effect; nearly all actives have a fitted effect of over 75% in size
# Target sequence (Q96KQ7 913-1193 limits assumed): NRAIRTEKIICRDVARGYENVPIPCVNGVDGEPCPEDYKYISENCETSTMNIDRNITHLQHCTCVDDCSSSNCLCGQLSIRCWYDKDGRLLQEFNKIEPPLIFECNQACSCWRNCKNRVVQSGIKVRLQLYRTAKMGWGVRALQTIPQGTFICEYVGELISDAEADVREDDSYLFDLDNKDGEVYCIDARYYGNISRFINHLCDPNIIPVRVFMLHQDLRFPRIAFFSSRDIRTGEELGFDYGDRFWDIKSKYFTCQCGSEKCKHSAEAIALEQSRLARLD
#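 Enzyme 20 nM + cpd, 15 min RT; add b-H3K9 pep 500 nM / SAM 20 uM; 2 h RT; anti-H3K9me1 Ab 0.5 ug/mL + SA donor / anti-rabbit acceptor beads 20 ug/mL each, 10 min; AlphaScreen read.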
# GLS inhibitor – glutaminase GLS (human) inhibition. hit rate 0.21% among 410,000. GLS enzymatic activity, qHTS titration. Potency, µM (titrated, usually from 45.5 µM), for inactives: top-dose activity change, negative = inhibition, most hits filed as inhibitors. AID 624170; note: potency is the fitted concentration of half-maximal effect; % is set by controls: 0 for no effect and ±100 for the full control effect
#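 Compounds were pin-transferred onto hKGA, after which L-glutamine (1 mM solution) and a detection mix of glutamate oxidase, HRP and Amplex Red were added. Initial and 30 min RT fluorescence reads were collected.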
# Active calls of the source: *; i = inactive; ? = inconclusive; . = not tested or not shown; & = joins results of further samples; [ ] = dose if it differs, or a comment. Unless noted, calls come from the whole dose curve; as a rule, active = well fitted curve in the direction sought with a large enough effect; inconclusive = small, poorly fitted or top-dose-only effect, or another doubt; inactive = no such curve, though single readings can be large; an effect the other way counts as inactive or inconclusive.
SMILES,Pin1 inh,JMJD2A Tudor inh,PGK inhibitor,ERG-DNA inh,HP1b chromo inh,BAZ2B block,PI4K2A block,G9a block,GLS inhibitor
CCOc1cc(N2CCOCC2)c(OCC)cc1NC(=O)c1ccc2ccccc2n1,1%,22µM*,-5%,9%,?,16µM*,-6,18µM*,0%
C/[N+]([O-])=C/c1c(OCc2ccccc2)ccc2ccccc12,-7%,-6%,.,-10%,26%,-15%,4,4%,-1%
O=C(c1ccncc1)N1CCN(C(=O)c2cccs2)CC1,-3%,10%,3%,-7%,34%,-2%,10,-2%[12.7 µM],5%
CCCCCCCCCCOC(=O)NC1CCS(=O)(=O)C1 (stereo not drawn),6%,6%,i,4%,47%[activator],0%,-7,22%,1%
COC(=O)C1CCN(C(=O)CCCOc2ccccc2)CC1,1%,-26%[57.1 µM],-1%,-7%,-6%,0%,-5,0%[59 µM],8%
Cc1c(C(=O)Nc2ccccc2Cl)oc2ccc(S(=O)(=O)N3CCCCCC3)cc12,-9%,-17%,i,1%,1%,3%,0,2%[59 µM],-8%
CCN1CCN(S(=O)(=O)c2ccc(OC)c3ccccc23)CC1,-3%,-17%,-4%,-10%,24%,-5%,3,.,-6%
CCn1c(SCC(=O)Nc2ccc(OC)cc2)nnc1-c1ccco1,0%,-9%,-6%,-5%,12%,10%,-5,28%[59 µM],6%
Cc1csc(NC(=O)CCN2C(=O)c3ccccc3S2(=O)=O)n1,-3%,?,i,.,24%,7%,0,10%[59 µM],-1%
CC(C)CC(COCc1cccc(C(F)(F)F)c1)N1CCN(C(=O)c2cccc(C(F)(F)F)c2)CCC1=O (stereo not drawn),-1%,-7%,-6%,-7%,50%[activator],-2%,1,?,-3%
CCc1ccc(-c2[nH]nc3nc(-c4ccc(OC)cc4)cc(C(=O)NCCc4ccc(OC)c(OC)c4)c23)cc1,4%,-18%,-8%,-3%,10%,-3%,-3,7%[59 µM],0%
Cc1ccc(SCc2c(C(=O)N/N=C/C3CC=CCC3)nnn2-c2nonc2N)cc1 (stereo not drawn),8%,1%,i,-1%,40%[activator],5%,1,3%,-20%
CCCCCCSc1cccc(-c2nc3ccccn3c2NCc2ccccc2)c1,0%,-21%,-7%,-7%,61%[activator],.,0&-9,.,15%&11%
COC(=O)C1=CO[C@@H](C)[C@H]2CN3CCc4c([nH]c5ccccc45)[C@@H]3C[C@H]12,-18%,-29%,-9%,-6%,5%,?,3,-42%[59 µM],11%
CCOc1ncccc1C(=O)N1CCN(S(=O)(=O)c2cccs2)CC1,5%,-21%,-21%,-12%,26%,5%,3,13%[12.7 µM],-20%
Cc1oncc1C(=O)Nc1cccc(C#N)c1,1%,2%,-7%,-7%,26%,-11%,0,22%,-4%
Cc1ccc2occ(CC(=O)Nc3nnc(C(C)C)s3)c2c1,8%,?,1%,2%,34%,0%,1,7%[59 µM],3%
CCCN(C(=O)CCNC(=O)c1ccc(Cl)cc1)c1c(N)n(Cc2ccccc2)c(=O)[nH]c1=O,0%,-11%,i,-1%,49%[activator],-13%,-5,-7%[59 µM],-6%
CC(C)(C)NC(=O)C(c1ccccn1)N(C(=O)C1CSC(=O)C1)c1ccccc1F (stereo not drawn),0%,5%,1%,-5%,41%[activator],6%,7,0%[0.501 µM],13%
O=C(Cn1nc(C(=O)O)c2ccccc2c1=O)c1c[nH]c2ccccc12,24%,-28%,i,40%[activator],?,-11%,0,.,1%
O=C(Nc1ccc(F)cc1F)c1cccc(S(=O)(=O)N2CCCCC2)c1,7%,-15%,8%,-2%,43%[activator],13%,-2,-37%[12.7 µM],12%
O=C(CCc1nc(-c2ccccc2Cl)no1)NC1CCCCC1,-7%,-12%,-4%,6%,-9%,-3%,1,21%,1%
Cn1nc(C(=O)N2CCN(S(=O)(=O)c3ccccc3)CC2)c2ccccc2c1=O,2%,3%,-1%,2%,36%,.,-1,-2%[59 µM],-3%
CCC(=O)N1CCc2cc(S(=O)(=O)N3CCN(c4ccccn4)CC3)ccc21,?,-19%,1%,4%,15%,-20%,-10,3%[12.7 µM],1%
O=C(C1CCCN(S(=O)(=O)c2ccc(Cl)cc2)C1)N1CCCC1 (stereo not drawn),1%,-25%,-1%,0%,7%,8%,3,5%[59 µM],11%
SMILES,Pin1 inh,JMJD2A Tudor inh,PGK inhibitor,ERG-DNA inh,HP1b chromo inh,BAZ2B block,PI4K2A block,G9a block,GLS inhibitor
CCN(C(=O)CSc1nc2ccc([N+](=O)[O-])cc2s1)C1CCS(=O)(=O)C1 (stereo not drawn),5%,-4%,-4%,-2%,15%,.,3,-48%,3%
CN(C)C(=O)C(NC(=O)c1ccccc1)=C(Cl)Cl,-2%,-14%,3%,-4%,27%,1%,-2,-7%,0%
CS(=O)(=O)N(CC(=O)N1CCc2ccccc2C1)c1ccc2c(c1)OCO2,?,-28%,0%,-5%,3%,-3%,-4,-43%[12.7 µM],3%
CC(=O)N1N=C(c2ccccc2)CC1c1cn(C)c2ccccc12 (stereo not drawn),-1%,?,-4%,-11%,-14%,?,6,-7%[59 µM],6%
O=C(CSc1n[nH]c(-c2cccs2)n1)NCc1ccc2c(c1)OCO2,-7%,-13%,-3%,3%,22%,6%,1,23%[12.7 µM],-1%
CC(C)(C)c1csc(NC(=O)CS(=O)(=O)c2ccccc2)n1,-3%,-4%,5%,6%,27%,1%,3,5%,1%
COc1ccc(Nc2ncc(C(=O)N3CCN(c4ccccc4OC)CC3)c3ccccc23)cc1,40%[activator],-26%&-9%,-4%&5%,-14%&1%,8%&21%,-17%,-7&-1,-3%&-11%[59 µM],14%&9%
c1ccc(Cn2cc(-c3cccnc3)cn2)cc1,-2%,-24%,1%,-8%,28%,1%,4,12%[0.501 µM],-2%
Cc1ccc2occ(/C=N/NC(=O)c3ccccc3C)c(=O)c2c1,-4%,-33%,-6%,-4%,4%,-10%,0,?,35%
COc1ccc(C=NCC2OCCc3ccccc32)cc1OC (stereo not drawn),5%,-21%,-11%,-4%,19%,-4%,6,8%[59 µM],1%
COc1ccc(C)cc1N(CC(=O)N1CCc2ccccc2C1)S(C)(=O)=O,12%,-9%,i,-14%,10%,-23%,-1,24%,3%
CCCCNC(=O)CC1N=C2c3ccccc3N=C(SCC(=O)Nc3cccc(C)c3)N2C1=O (stereo not drawn),0%,4%,-1%,-7%,49%[activator],11%,1,.,-13%
CSc1ccc(CCNC(=O)c2cccc3c2C(=O)N(C2CCCCC2)C3)cc1,-2%,-32%,1%,-2%,17%,-16%,5,20%,0%
CCOC(=O)c1c(-c2ccccc2Cl)csc1NC(=O)c1cc(S(=O)(=O)N2CCOCC2)ccc1C,14%,-13%,i,-2%,?,-27%,-2,7.9µM*,0%
COC(=O)C(NC(=O)c1ccco1)(Nc1ccc(Br)cn1)C(F)(F)F (stereo not drawn),-1%,-8%,1%,3%,33%,0%,-7,?,-1%
Cc1cc(=O)[nH]c(N/N=C/c2c(C)nn(-c3ccccc3)c2Cl)n1,20%,-30%,0%,11%,34%,-10%,0,-2%[12.7 µM],3%
NC(=O)C1(N2CCCCC2)CCN(C(=O)c2ccc(C#Cc3ccccc3)o2)CC1,-3%,-25%,-1%,-2%,-1%,?,5,25%[0.501 µM],6%
Cc1ccc(C(=O)c2cn(Cc3ccccc3F)c3cc4c(cc3c2=O)OCO4)cc1,0%,-15%,-8%,7%,33%,-23%,0,2%[59 µM],1%
Cc1ccc(S(=O)(=O)N[C@H](C(=O)Oc2ccc3c(C(F)(F)F)cc(=O)oc3c2)c2ccccc2)cc1,?,28µM*,-8%,-20%,31%,7%,-6,3.5µM*,-25%
COc1ccc(Nc2oc(-c3ccc(COc4ccccc4C)o3)nc2C#N)cc1,1%,-28%,2%,-2%,25%,?,3,?,9%
COc1ccc([C@H]2CC(=O)C=C(c3ccc(SC)cc3)C2)cc1,2%,-7%,i,-2%,48%[activator],-1%,-1,-45%[2.33 µM],2%
COc1cc(C)ccc1N(CCCN1C(=O)c2cccc3cccc(c23)C1=O)C(=O)c1cccs1,9%,-14%,-1%,1%,12%,-10%,0,5%[59 µM],3%
COC(=O)C1=C(C)NC(C)=C(C(=O)OC)C1C(=O)OC1CCCCC1=O (stereo not drawn),2%&2%,-3%&-6%,-4%,-18%&-3%,27%&32%,3%,-2&-1,19%[12.7 µM],10%&9%
Cc1noc2ncnc(N3CCN(c4ccccc4F)CC3)c12,1%,-5%,-7%,-6%,31%,10%[57.1 µM],2,-1%[59 µM],-4%
CCCCCC(O)(c1ccc(OCC)cc1)C(CN1CCOCC1)c1ccccc1 (stereo not drawn),7%,-13%,6%,5%,7%,-12%,-3,0%,6%
Cc1ccc(CNC(=O)CNC(=O)c2c(C)nn(C)c2Cl)cc1,-8%,-8%,-8%,1%,38%,-14%,-6,18%,-21%
COc1ccc(NC(=O)C2(c3ccccc3)CCCC2)cc1,-3%,6%,-2%,-6%,28%,-2%,4,.,-4%

# By substructure, those above with a cyano group (2)
SMILES,Pin1 inh,JMJD2A Tudor inh,PGK inhibitor,ERG-DNA inh,HP1b chromo inh,BAZ2B block,PI4K2A block,G9a block,GLS inhibitor
Cc1oncc1C(=O)Nc1cccc(C#N)c1,1%,2%,-7%,-7%,26%,-11%,0,22%,-4%
COc1ccc(Nc2oc(-c3ccc(COc4ccccc4C)o3)nc2C#N)cc1,1%,-28%,2%,-2%,25%,?,3,?,9%

# From PubChem BioAssay
